SRC3 TRFRET art – counter-screen for PPARgamma SRC-3 recruitment agonists: TR-FRET artefact; TR-FRET ratio at 8 µM; AID 1048; 99,000 compounds, 0.39% hits; PPARgamma/SRC-3 format; hits give high values; in the data active = TR-FRET ratio above about 2000; note: inactives centre near 1600; reference of the scale not given here
SRC1 TRFRET art – TR-FRET artefact, counter-screen to PPARgamma/SRC-1 agonist assay; TR-FRET ratio at 8 µM; AID 1051; 99,000 compounds, 0.34% hits; TR-FRET detection artefact counter-screen, emission ratio; hits give high values; in the data active = TR-FRET ratio above about 2300; note: inactives centre near 1800; reference of the scale not given here
Active calls of the source: *. These rows are one share of the data, so the mix of outcomes need not match the whole.

compound	SRC3 TRFRET art	SRC1 TRFRET art
Cc1nn(C)cc1[C@@H]1C[C@H]2CN(Cc3cccc(Cl)c3)C(=O)[C@]23CCCN13	1567	1482
CCCCNC(=S)N(Cc1ccco1)Cc1cc2cc3c(cc2[nH]c1=O)OCCO3	1531	1974
O=C(COC(=O)c1cnc(Cl)c(Cl)c1)NCCC1=CCCCC1	1442	1705
O=C(CN1CCCC1=O)NC1C2CC3CC(C2)CC1C3 (stereo unspecified)	1470	2000
C=CCN1C(=O)c2ccc(C(=O)OCC(=O)N(C)C3CCCCC3)cc2C1=O	1459	1880
Cc1cc(Cl)ccc1OCC(=O)NNC(=O)c1cnccn1	1993	2167
O=C(NN=C1CCCCCCC1)c1ccc(F)cc1	1729	1732
O=C(NCC(=O)N(c1ccc(F)cc1)C(C(=O)NC1CCCC1)c1cccnc1)c1cccs1 (stereo unspecified)	1585	1778
Cc1ccc(-c2cn(S(=O)(=O)c3cccc([N+](=O)[O-])c3)nc2N)cc1	1779	1605
CN(C(=O)COc1ccccc1)c1nnc(C23CC4CC(CC(C4)C2)C3)s1	1431	1587
CC(C)[C@H](NC(N)=O)C(=O)Nc1ccc(OCc2ccccc2)cc1	1528	1880
CN1CCN(c2ccc(S(=O)(=O)N3CCCCC3)cc2NC(=O)Cc2ccccc2F)CC1	1605	1718

Next section
compound	SRC3 TRFRET art	SRC1 TRFRET art
COc1cccc(NC(=O)CSc2nc3c([nH]c4ccccc43)c(=O)n2C)c1	1640	2134
CNC(=S)N1CCn2cccc2C1c1cc(OC)c(OC)c(OC)c1 (stereo unspecified)	1575	1557
CCN(CC)C(=O)Cn1cc(C(=O)C(=O)N2CCCc3ccccc32)c2ccccc21	1443	1840
COc1ccc(C(=O)Nc2nccs2)cc1OC	1421	1619
C=CCNCCCCOc1ccccc1	1720	2018
CC(=O)NNC(=O)CCn1nnc2ccccc21	1782	1713
Cc1ccc(C)c(NC(=S)NCc2cccs2)c1	1616	1916
CCOC(=O)CNc1ncnc2nc[nH]c12	1616	1778
CCOC(=O)C1CCN(C(=O)/C=C/c2ccccc2)CC1	1666	1930
O=C(NC1CCCCC1)C1(c2ccccc2)CC1(Cl)Cl (stereo unspecified)	1616	1858
CCN1CCN(C(=O)c2ccc3c(c2)S(=O)(=O)c2ccccc2C3=O)CC1	1465	1718
CC(C)Nc1nc(Cl)nc(NCCOc2ccccc2)n1	1729	2080

New compounds follow:
compound	SRC3 TRFRET art	SRC1 TRFRET art
O=C1c2ccccc2C(=O)N1CCSc1nc2ccccc2c(=O)n1CCCN1CCOCC1	1495	1827
C/C(=N\NC(=O)c1ccc2c(c1)OCO2)c1ccc2c(c1)OCO2	1439	1520
CC1(C)CC(=O)C2=C(C1)OC(N)=C(C#N)C21CCN(Cc2ccccc2)CC1	1508	1897
Cc1nnc(SCC(=O)O)s1	1537	1848
CC1CCCN(CC(=O)N2c3ccccc3Sc3ccccc32)C1 (stereo unspecified)	1446	1537
COc1ccc(Nc2nc(-c3c[nH]c4ccccc34)cs2)cc1	1795	2161
C/C(=N\NC(N)=O)C1CC(CC(C)C)C(=O)O1 (stereo unspecified)	1838	1959
CCOc1ccc(S(=O)(=O)N2CCN(C(=S)NC3CC3)CC2)cc1	1724	1785
Cc1nc(C)c(N)c(=O)[nH]1	1490	1716
Cc1ccc(-c2nsc3c(N4CCC(C(N)=O)CC4)ncnc23)cc1	1657	2016
Cc1cccc(OCCNC(=O)c2cncc(Br)c2)c1	1545	1703
CCc1cccc(CC)c1NC(=O)C1CN(S(=O)(=O)c2ccccc2)CCN1S(=O)(=O)c1ccccc1 (stereo unspecified)	1780	1947

The listing continues:
compound	SRC3 TRFRET art	SRC1 TRFRET art
O=C(CSc1nnc(COc2ccccc2F)n1-c1ccccc1)NC1CCS(=O)(=O)C1 (stereo unspecified)	1701	1590
Cc1cccc(NC(=S)NNC(=O)Cc2ccccc2)c1	1582	1838
CC12CN3CCN(CC(C3)/C1=N\NC(=O)Nc1cccc(Cl)c1)C2	1677	1825
Cc1ccc(S(=O)(=O)N(C)c2ccc(OCC(=O)NC3=NCCS3)cc2)cc1	1464	1947
CC1CCCN(C2=C(Cl)C(=O)N(c3cccc(Cl)c3)C2=O)C1 (stereo unspecified)	1711	1836
Cc1ccccc1NC(=S)/C(=C(\[O-])c1cc(C)n(Cc2ccccc2Cl)c1C)[n+]1ccccc1	1736	2049
COc1ccc(OC)c(CN2CCC(CNC(=O)Nc3cccc(Cl)c3)CC2)c1	1469	1793
CCOc1[nH]n(-c2ccc(Cl)cc2)c(=O)c1C=NCc1cccnc1	1619	2051
COCCNC(=S)N/N=C(\C)c1ccc(O)cc1	1575	1845
COc1ccccc1NC(=O)C12CCC(C)(C(=O)C1)C2(C)C (stereo unspecified)	1644	1783
CC1(C)CC(=O)C(C(=O)C2CCN(S(=O)(=O)c3ccccc3)CC2)C(=O)C1	1366	1803
c1ccc(N/N=C2\CCCc3ccccc32)nc1	1796	1956

For reference, some entries already given.
compound	SRC3 TRFRET art	SRC1 TRFRET art
O=C(CSc1nnc(COc2ccccc2F)n1-c1ccccc1)NC1CCS(=O)(=O)C1 (stereo unspecified)	1701	1590
Cc1cccc(NC(=S)NNC(=O)Cc2ccccc2)c1	1582	1838
CC12CN3CCN(CC(C3)/C1=N\NC(=O)Nc1cccc(Cl)c1)C2	1677	1825
Cc1ccc(S(=O)(=O)N(C)c2ccc(OCC(=O)NC3=NCCS3)cc2)cc1	1464	1947

Entries of single compounds as entered above. Screens in order: SRC3 TRFRET art | SRC1 TRFRET art
`Cc1cccc(NC(=S)NNC(=O)Cc2ccccc2)c1` as listed: 1582 | 1838
`Cc1ccc(S(=O)(=O)N(C)c2ccc(OCC(=O)NC3=NCCS3)cc2)cc1` as listed: 1464 | 1947

Following part.
compound	SRC3 TRFRET art	SRC1 TRFRET art
CN(C)CCN(Cc1cc2cc3c(cc2[nH]c1=O)OCO3)C(=S)NCc1ccco1	1779	1607
CN(C)CCCOC(=O)COc1ccc(C(C)(C)C)cc1	1621	1884
CC(C)C(NC(=O)c1ccc(C(C)(C)C)cc1)C(=O)Nc1cccc(S(N)(=O)=O)c1 (stereo unspecified)	1585	1918
O=C(Nc1ccc(Oc2nnc(-c3ccccc3)c3ccccc23)cc1)c1ccccc1	1640	1896
CC(O)/C=C/C1OC(=O)CC1Nc1ccc(C=O)cc1 (stereo unspecified)	1575	1733
CC(C)N(C(=O)CSc1nc2ccccc2c(=O)[nH]1)C(C)C	1641	1667
FC(F)(F)c1nnc(-c2ccccc2)nc1N1CCCC1	1383	1520
O=C(NC(=S)NCCOCc1ccc(Cl)cc1)c1cccnc1	1641	1712
COc1ccc(CCNC(=O)Nc2cccc([N+](=O)[O-])c2)cc1OC	1514	1692
COc1ccc(CN(C)C(=S)Nc2ccc(OC(F)F)cc2)cc1	1557	1768
CC1(C)C2CCC1(CS(=O)(=O)Nc1ccc(S(=O)(=O)N3CCCCC3)cc1)C(=O)C2 (stereo unspecified)	1613	1740
CC(NC(=O)/C(C#N)=C/c1cccs1)c1ccccc1 (stereo unspecified)	1398	1695

Next part
compound	SRC3 TRFRET art	SRC1 TRFRET art
O=C(Nc1ccc(N2CCOCC2)cc1)c1cc2c(s1)CCCCC2	1445	1590
O=[N+]([O-])/C(C(=C(Cl)Cl)N1CCN(Cc2ccccc2)CC1)=C1\NCCN1Cc1ccc(Cl)nc1	1493	1783
O=C(c1cccc(F)c1)N1CCCN(C(=O)c2cccc(F)c2)CC1	1533	1453
Cc1cc2c(o1)CC(C)(C)CC2=O	1639	1811
CCc1cc[n+](-c2nc3ccccc3nc2[N-]S(=O)(=O)c2ccc(Br)s2)cc1	1548	1720
O=C(CCN1C(=O)S/C(=C/c2ccc(Cl)cc2)C1=O)N1CCOCC1	1691	1677
CC(OC(=O)c1cc2sccc2n1C)C(=O)NC(C)(C)C (stereo unspecified)	1363	1582
O=C(c1cnc2n(c1=O)CCS2)N1CCc2ccccc21	1555	1645
Cc1ccc(-n2c(C)n[nH]c2=S)cc1C	1648	1736
Nc1ccccc1Nc1cccc(C(F)(F)F)c1	1452	1561
Cc1cc(C)n2nc(SCC(=O)N(Cc3ccccc3)C3CCS(=O)(=O)C3)nc2n1 (stereo unspecified)	1135	1733
CC1CN(c2ccc(C(F)(F)F)cc2[N+](=O)[O-])CCN1S(C)(=O)=O (stereo unspecified)	1648	1961

More entries follow:
compound	SRC3 TRFRET art	SRC1 TRFRET art
COc1ccc(C2C(C#N)=C(N)OC3=C2C(=O)CCC3)cc1Cn1cc([N+](=O)[O-])cn1 (stereo unspecified)	1690	1917
COc1ccc(C2C3C(C)=NN=C3CC(C)(O)C2C(C)=O)cc1 (stereo unspecified)	1671	1662
O=C(Nc1ccc(Cl)cc1C(=O)N1CCCC1)c1cccc([N+](=O)[O-])c1	1775	1920
O=C(/C=C/c1ccccc1)Nc1nc(-c2ccncc2)cs1	1688	1786
O=C(O)c1c(Cl)nc2ccccn12	1524	1902
CC(C)c1nc2sc3c(SCC(=O)NCc4ccco4)ncnc3c2c2c1CCC2	1480	2005
Cc1ccc(C)c(N=Cc2cc3c(cc2[N+](=O)[O-])OCO3)c1	1554	2022
Cc1cc2c(cc(C(=O)NCc3cccnc3)n2Cc2ccc(Cl)cc2)o1	1643	1433
CCCOC(=O)c1ccc(NC(=O)c2ccc(Br)o2)cc1	1790	1748
Nc1c(C(=O)NCc2cccnc2)sc(=S)n1-c1ccccc1	1733	1761
O=C(COc1nc2ccccc2nc1N1CCOCC1)NC1CCCCC1	1843	1725
CC(C)[C@H](NC(=O)c1ccc(Cl)c([N+](=O)[O-])c1)C(=O)NCc1ccc(F)cc1	1439	1733

(cont.)
compound	SRC3 TRFRET art	SRC1 TRFRET art
Cc1ccc(NC(=O)COC(=O)c2csc3c2CCC(C)C3)cc1S(=O)(=O)N1CCCCC1 (stereo unspecified)	1568	1694
CN(Cc1nc(-c2cnccn2)no1)Cc1cccc2ccccc12	1493	1831
COC(=O)C(Cc1ccccc1)P(=O)(c1ccccc1)c1ccccc1 (stereo unspecified)	1372	1625
Cc1ccc2nsnc2c1NC(=S)NC(=O)c1ccco1	1520	1905
CC(C1CC2CCC1C2)n1c(-c2ccco2)n[nH]c1=S (stereo unspecified)	1461	1926
Cn1cc([C@@H]2C[C@H]3CN(Cc4cccc(Cl)c4)C(=O)[C@]34CCCN24)c(-c2ccccc2)n1	1518	1671
COC(=O)c1cc(NS(=O)(=O)c2ccc(N3CCOCC3)c(NC(C)=O)c2)cc(C(=O)OC)c1	1718	2109
COc1ccc(-c2nnn(CC(=O)NCCc3ccc(OC)c(OC)c3)n2)cc1	1470	1712
CN(C)NC1=CC(=[N+]2CCCC2)CC(C)(C)C1	1575	1683
C=CCNC(=S)NNc1nc(Nc2ccccc2)nc(N2CCCCC2)n1	1743	1706
COc1ccc2c(c1)c(=O)c(C(=O)c1ccccc1)cn2Cc1ccccc1	1510	1614
COc1ccccc1NC(=O)Cn1c(CCC(=O)O)ccc1-c1ccc(C)cc1	1647	1760

Reformatted with each value named: entries from further up.
> CN(Cc1nc(-c2cnccn2)no1)Cc1cccc2ccccc12
  SRC3 TRFRET art: 1493	SRC1 TRFRET art: 1831

> Cc1ccc2nsnc2c1NC(=S)NC(=O)c1ccco1
  SRC3 TRFRET art: 1520	SRC1 TRFRET art: 1905

More compounds
compound	SRC3 TRFRET art	SRC1 TRFRET art
Cc1ccc(/C=C(\C#N)C(=O)NCc2ccco2)o1	1534	1821
Cc1ccc(-n2c(=O)c(C#N)cc3c(=O)n4ccccc4nc32)cc1	1427	1719
O=C1c2ccccc2C(=O)N1c1ncccn1	1624	1515
COc1ccc(-c2cc(C(F)F)n3ncc(C(=O)N4CCCc5ccccc54)c3n2)cc1	1947	1529
CCNC(=S)N1CCC(c2nc3cc(C)c(C)cc3[nH]2)CC1	1741	1860
Cc1cc(SC2CCOC2=O)nc2ccccc12 (stereo unspecified)	1266	1462
CCOC(=O)c1c(C)[nH]c(C(=O)CSc2ccccc2)c1C	1407	1772
NC(=O)COC(=O)c1cccc(NS(=O)(=O)/C=C/c2ccccc2)c1	1402	1520
NC(=O)C[C@@H]1NC(=O)[C@H](CCC(=O)O)NC(=O)c2cc([N+](=O)[O-])cc(I)c2OCC[C@@H](C(N)=O)NC1=O	1573	1798
CN(C)S(=O)(=O)N(CC(=O)N1CCN(c2ccccc2)CC1)c1ccccc1	1478	1989
Cc1cc(C(=O)NNC(=S)NCc2ccccc2)cs1	1730	1773
CCCCCCC(C)n1cc(C(C)=O)c(=O)n(C)c1=O (stereo unspecified)	1191	1773

Following part
compound	SRC3 TRFRET art	SRC1 TRFRET art
CCC1C/C(=C/c2cccs2)C(=O)/C(=C/c2cccs2)C1 (stereo unspecified)	1361	1700
CC(C)(C)C(=O)NC(=S)NNC(=O)c1ccc(Cl)cc1Cl	1487	1856
O=Cc1cccn1-c1cccnc1	1355	1734
CC(C)(C)NC(=O)NC(=O)COC(=O)c1c(F)cccc1Cl	1588	1794
Cc1cccc(NC(=S)N=Nc2c(O)n(CN3CCOCC3)c3ccccc23)c1C	1454	1970
COc1ccccc1C(=O)NCc1ccc2c(c1)OCO2	1524	1678
COc1ccc(-n2c(=S)[nH]c3c(sc(=S)n3-c3ccccc3)c2=O)c(OC)c1	1741	2160
CCOC(=O)C1=C(C)N(CCCC(=O)O)C(=O)NC1c1ccccc1OS(=O)(=O)c1ccc(C)cc1 (stereo unspecified)	1533	1579
Cc1ccccc1NC(=O)c1ccccc1NC(=O)CCC(=O)O	1646	1473
O=C1CCCC(O)=C1C(C#Cc1ccccc1)C1=C(O)CCCC1=O	1528	1824
NC(=O)Cn1nnc(-c2ccc(NC(=O)c3ccc(F)cc3)cc2)n1	1620	1739
COC(=O)[C@H](CC(C)C)NC(=O)CCc1nnc(COc2ccccc2)o1	1478	1832
C/C(=N\NC(=O)c1ccc(-c2ccccc2)cc1)c1cccc(N)c1	1510	1643
O=C(Cc1ccc(F)cc1)Nc1ccc(S(=O)(=O)N2CCCCC2)cc1	1462	1945

From PubChem BioAssay
